Bioassay records as filed in PubChem.
S aureus QS inh: S. aureus quorum sensing inhibitors, primary screen, RNAIII-GFP reporter, flow cytometry; hit rate 0.3% among 24,000; inhibition, % at 2 µM; S. aureus RN6390 RNAIII-GFP reporter, AIP-induced, flow cytometry 3 h;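 active = share of bacteria positive for the green fluorescent reporter and its mean brightness both inhibited by 50% or more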;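 also: 0% = AIP-stimulated control and 100% = unstimulated bacteria without AIP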
S aureus QS inh GFP MFI %: also measured in S aureus QS inh; calls as there; inhibition, %; measured here: inhibition of GFP MFI
* = called active by the depositor.

SMILES	S aureus QS inh	S aureus QS inh GFP MFI %
C[C@@H]1C[C@H]2[C@@H]3CCC4=CC(=O)C=C[C@]4(C)[C@@]3(F)[C@@H](O)C[C@]2(C)[C@H]1C(=O)CO	-2	-10
COCCCNC(=O)c1ccc(CNS(=O)(=O)c2ccc(NC(C)=O)cc2)cc1	-5	-21
CCOC(=O)C(C)Sc1nc2c([nH]c3ccccc32)c(=O)n1C (stereo not drawn)	7	16
CCOc1ccccc1NC(=O)CSc1nnc(CNC(=O)COc2ccc(Cl)cc2)o1	7	19
COc1ccccc1-c1nnc(NC(=O)c2ccc(S(=O)(=O)N(C)Cc3ccccc3)cc2)o1	17	19
COc1ccc(CCNc2oc(Cc3cccc4ccccc34)nc2C#N)cc1OC	0	3
Cc1ccc(-c2nnnn2CS(=O)(=O)c2ccccc2)cc1	0	-12
COC(=O)c1cnn2c3c(c(C)nc12)CCCC3	-1	4
Cc1ccc(C)c(N2CCN(C(=O)CC3Sc4ccccc4NC3=O)CC2)c1 (stereo not drawn)	3	12
O=C(CN1C(=O)NC(Cc2ccccc2)C1=O)Nc1ccccc1 (stereo not drawn)	0	10
Cn1c(C(=O)NCCCN2CCN(c3ccccc3F)CC2)cc2c(=O)[nH]c3ccccc3c21	3	52
CCOc1ccc(C(=O)N(CN2CCCC2=O)c2ccc(C)cc2)cc1	-2	4
CCOC(=O)Nc1cc(OC)c(OC)cc1Cc1nccc2cc(OC)c(OC)cc12	-3	-3
CNC(=O)CSc1nnc(-c2cc3c(C)nn(-c4ccccc4)c3s2)n1C	-1	-24
CNC(=O)c1ccsc1NC(=O)c1ccccc1	-1	11
CCOC(=O)N1CCC(NC(=O)c2cc(S(=O)(=O)N3CCCC3)cn2C)CC1	-4	-10
CCOc1ccc(N(CC(=O)Nc2ccc(F)c(F)c2)S(=O)(=O)c2c(C)noc2C)cc1	0	-1
CCOc1cc(NC(=O)c2ccccn2)c(OCC)cc1NC(=O)CC(C)C	0	-2
O=C(CCc1ccccc1)OCCN1CCOCC1	1	2
CCOC(=O)c1ccc(COC(=O)c2nonc2N)cc1	-1	6
CC(C(=O)c1ccccc1)n1cnc2ccccc2c1=O (stereo not drawn)	-2	-6
CC(C)COc1nc2ccccc2nc1C(C#N)C(=O)NC1CCCCC1 (stereo not drawn)	0	2
O=C(NC12CC3CC(CC(C3)C1)C2)N1CCN(C(=O)C2CCCO2)CC1 (stereo not drawn)	0	-9
CC(C)CC(NC(=O)COc1ccccc1)C(=O)O (stereo not drawn)	7	22
CCOC(=O)Cn1cnc2c(cnn2-c2ccc(Cl)cc2)c1=O	-1	-16
Following part:
SMILES	S aureus QS inh	S aureus QS inh GFP MFI %
CC(C)Nc1nc(N(c2ccccc2)c2ccccc2)nc(-n2ccnc2)n1	31	56
O=S(=O)(O)CCN1CCOCC1	-1	-1
O=C(COC(=O)c1cccs1)c1ccc2c(c1)OCCO2	-3	-12
O=C(O)COc1cccc(NC(=O)C2CCCO2)c1 (stereo not drawn)	-1	1
CCOC(=O)c1sc(=S)n2c1[nH]c(=O)c1ccc(C(=O)OC)cc12	-4	-7
Fc1ccc(Cc2nnc(-c3cccs3)o2)cc1	22	44
CCC1CCCCN1C(=O)CSc1nnc(-c2ccco2)o1 (stereo not drawn)	-2	-5
CN(C)c1ccc(NC(=O)Nc2cccc(Cl)c2)cc1	0	1
CCOC(=O)C(C)(C)Sc1nc2c(cnn2-c2ccc(C)cc2)c(=O)[nH]1	39	61
Cc1cc(C)nc(N2CCCC(C(=O)Nc3ccc4c(c3)OCO4)C2)n1 (stereo not drawn)	0	3
CCC(NC(=O)c1ccccc1NC(=O)c1ccccc1)C(=O)O (stereo not drawn)	2	10
CCOC(=O)c1cnc2c(OC)cccc2c1N1CCN(c2ccccc2OC)CC1	4	21
CCS(=O)(=O)c1ccc(S(=O)(=O)CC)s1	0	8
Cc1cc(C(=O)OCCO)c(C#N)c(N)n1	1	20
COc1ccc(OC)c(C(=O)CN2CCN(S(=O)(=O)c3ccc(Br)cc3)CC2)c1	-2	-2
Cc1c(C(=O)NCc2ccccn2)oc2ccc(S(=O)(=O)N3CCOCC3)cc12	-4	-14
CN(C)CCCOC(=O)CCc1ccccc1	0	6
Fc1ccc(-c2nnc(CN3CCN(c4ncc(C(F)(F)F)cc4Cl)CC3)o2)cc1	1	19
CC(=O)c1cccc(NC(=O)CC2Oc3ccc(C)cc3NC2=O)c1 (stereo not drawn)	0	13
CC12CC(NC(=O)N1c1ccc(C(=O)N3CCN(c4ccc(F)cc4)CC3)cc1)c1ccccc1O2 (stereo not drawn)	4	21
O=C(c1ccccc1)N1CCN(Cc2ccccc2Br)CC1	-1	-16
COc1ccc(-c2cc(C(=O)Nc3c(C)nn(Cc4ccccc4Cl)c3C)no2)cc1OC	-1	6
O=C(NCC(F)(F)F)Nc1cccnc1	3	11
CC1(C)CC(=O)C(CC2=C(O)CC(C)(C)CC2=O)=C(O)C1	0	32
O=C1OC2(c3ccccc3)C3CCCC2C13	0	-4
Carrying on.
SMILES	S aureus QS inh	S aureus QS inh GFP MFI %
CCCC(=O)NCCc1cc2cc(C)c(C)cc2[nH]c1=O	-3	0
O=c1c2ccccc2n(Cc2ccc(F)cc2)c(=O)n1C1CCCC1	2	6
COc1ccc(-c2nn(-c3ccccc3)cc2/C=N/n2cnnc2)cc1OC	0	6
Cc1nn(C)c(C)c1S(=O)(=O)N1CCC(C(=O)NCCC2=CCCCC2)CC1	-2	-29
CCC(=O)N1c2ccc(S(=O)(=O)CCC(=O)NCc3ccc4c(c3)OCO4)cc2CC1C (stereo not drawn)	-1	17
COC(=O)CCC(NC(=O)c1cc(-c2ccc3c(c2)OCCO3)oc1C)C(=O)OC (stereo not drawn)	-1	1
O=C(O)CCc1ccc(-c2cccs2)n1CCC(=O)O	4	14
Cc1cccc(N2C(=O)SC(N(CC(=O)O)c3cccc(C)c3)C2=O)c1 (stereo not drawn)	-1	-3
NC(=O)CN1CCN(c2ccccc2F)CC1	-2	-18
CC(=O)Nc1ccc(S(=O)(=O)N2CCC(NC(C)=O)(c3cccc(F)c3)CC2)cc1	-2	-5
CCn1c(=O)cc(N2CCCCC2)[nH]c1=O	18	42
COc1ccc(-n2c(Cc3cccn3C)nnc2SCC(=O)Nc2ccccc2OC)cc1	8	25
COc1ccc(C)cc1NC(=O)C1CCCN(S(=O)(=O)c2cccc3nonc23)C1 (stereo not drawn)	-15	-28
O=C(NCc1ccccn1)C1CCN(S(=O)(=O)N2CCCC2)CC1	-1	15
Cc1c(C#N)c(N)c(C(=O)c2ccccc2)n1Cc1ccccc1	1	5
COCCN1Cc2cccc(C(=O)Nc3ccc(S(=O)(=O)N4CCCCCC4)cc3)c2C1=O	0	8
CCOC(=O)N1CCC(c2cc(=O)n3[nH]c(C)c(-c4ccc(F)cc4)c3n2)CC1	4	20
COc1cc2c(cc1OC)C(c1ccc3c(c1)OCO3)C1=C(CC(C)(C)CC1=O)N2 (stereo not drawn)	-1	-15
Cc1ccc(CCNC(=O)C2CCC(=O)N2C2CCCC2)cc1 (stereo not drawn)	-1	-11
Cc1ccc(S(=O)(=O)N(Cc2nccn2C)C(C)C)cc1	-4	-7
c1ccc(Oc2ccc(-n3cnnn3)cc2)cc1	0	2
Cn1c(=O)c2ncn(CC(=O)NCCOc3ccccc3)c2n(C)c1=O	2	2
O=C(CC(SCCO)c1ccc2c(c1)OCO2)c1ccco1 (stereo not drawn)	-1	-6
Cc1ccc(C)c(CSc2nnc(CCN)o2)c1	6	15
CCOC(=O)C1CCN(C(=O)CN(c2ccc(OC)cc2)S(=O)(=O)c2c(C)nn(C)c2C)CC1	4	12

Quoted from the entries so far (16 entries):
SMILES	S aureus QS inh	S aureus QS inh GFP MFI %
NC(=O)CN1CCN(c2ccccc2F)CC1	-2	-18
CC(=O)Nc1ccc(S(=O)(=O)N2CCC(NC(C)=O)(c3cccc(F)c3)CC2)cc1	-2	-5
CCn1c(=O)cc(N2CCCCC2)[nH]c1=O	18	42
COc1ccc(-n2c(Cc3cccn3C)nnc2SCC(=O)Nc2ccccc2OC)cc1	8	25
COc1ccc(C)cc1NC(=O)C1CCCN(S(=O)(=O)c2cccc3nonc23)C1 (stereo not drawn)	-15	-28
O=C(NCc1ccccn1)C1CCN(S(=O)(=O)N2CCCC2)CC1	-1	15
Cc1c(C#N)c(N)c(C(=O)c2ccccc2)n1Cc1ccccc1	1	5
COCCN1Cc2cccc(C(=O)Nc3ccc(S(=O)(=O)N4CCCCCC4)cc3)c2C1=O	0	8
CCOC(=O)N1CCC(c2cc(=O)n3[nH]c(C)c(-c4ccc(F)cc4)c3n2)CC1	4	20
COc1cc2c(cc1OC)C(c1ccc3c(c1)OCO3)C1=C(CC(C)(C)CC1=O)N2 (stereo not drawn)	-1	-15
Cc1ccc(CCNC(=O)C2CCC(=O)N2C2CCCC2)cc1 (stereo not drawn)	-1	-11
Cc1ccc(S(=O)(=O)N(Cc2nccn2C)C(C)C)cc1	-4	-7
c1ccc(Oc2ccc(-n3cnnn3)cc2)cc1	0	2
Cn1c(=O)c2ncn(CC(=O)NCCOc3ccccc3)c2n(C)c1=O	2	2
O=C(CC(SCCO)c1ccc2c(c1)OCO2)c1ccco1 (stereo not drawn)	-1	-6
Cc1ccc(C)c(CSc2nnc(CCN)o2)c1	6	15

(further entries)
SMILES	S aureus QS inh	S aureus QS inh GFP MFI %
CC1=C(C(=O)NCc2ccco2)C2(CCC(C)CC2)OC1=O (stereo not drawn)	4	13
CCOC(=O)N1CCN(S(=O)(=O)c2c(C)nn(C)c2C)CC1	0	9
Cc1nc2ccc(S(=O)(=O)NC(C(=O)Nc3nc4ccc(Cl)cc4s3)C(C)C)cc2s1 (stereo not drawn)	-2	-48
COc1cccc(NS(=O)(=O)c2ccc3[nH]cc(C(=O)NCCC(C)C)c(=O)c3c2)c1	28	38
Cc1ccc(C)c(Cn2c(=O)c3c(nc4n3CCN4Cc3ccco3)n(C)c2=O)c1	9	37
COc1ccc(Cl)cc1S(=O)(=O)n1ccnc1C(C)C	-3	-1
Cn1cccc1CNC(=O)Nc1ccc(Cl)cc1	-1	3
CCc1c(C(=O)NCc2ccccc2Cl)[nH]c(C)c1C(C)=O	-3	-10
CCOC(=O)C1CCN(C(=O)C2CCN(S(=O)(=O)CC)CC2)CC1	-3	-4
O=C(Cc1cccs1)Nc1ccccc1NC(=O)Cc1cccs1	0	-2
Nc1nc2n(n1)C(c1cccc(Br)c1)CC(c1ccc(F)cc1)N2 (stereo not drawn)	-3	-12
Cc1nn(C)cc1/C=N/O	-2	-6
COc1ccc(NC(=O)CCN2CCN(S(=O)(=O)c3cc(Cl)ccc3OC)CC2)cc1	-7	-18
Cc1cc(C)c2c(n1)nn1c(C)c(CCC(=O)NCc3ccco3)c(C)nc21	1	2
Nc1cccc2cnccc12	-2	-3
O=C(NCc1cccs1)c1cccc(N2CCCC2=O)c1	3	34
c1ccc(N2CCN(Cc3ccnc4ccccc34)CC2)cc1	-1	13
CSc1cccc(NS(=O)(=O)c2cccc3nsnc23)c1	4	31
CCC(Sc1nc2n[nH]c(C)c2c(=N)n1-c1cccc(Cl)c1)C(=O)NCCOC (stereo not drawn)	-4	-22
COC(=O)COc1ccc(S(=O)(=O)NCCC2=CCCCC2)cc1	0	40
CCCn1cnc2c(c1=O)c1nc3ccccc3nc1n2Cc1ccccc1OC	0	3
CC1(C)Cc2noc(N)c2C(C)(C)N1OC(=O)c1ccccc1	0	22
CC(C)N(C)C1CCN(C(=O)Nc2ccc(Cl)c(Cl)c2)CC1	1	2
COC(=O)c1sc(S(=O)(=O)Nc2ccc3cn[nH]c3c2)c(C(=O)OC)c1C	-10	-30
Cc1ccc(C2=NCCNC2=O)c(C)c1	-1	-14
The list continues:
SMILES	S aureus QS inh	S aureus QS inh GFP MFI %
COCCNC(=O)c1ccc2c(c1)nc(C)n2-c1cc(OC)c(OC)c(OC)c1	1	4
COc1cccc(NC(=O)CN2C(=O)C3(OCCCO3)c3ccccc32)c1	10	20
O=C(NC1CCCc2ccccc21)C1CCN(c2c(N3CCCC3)c(=O)c2=O)CC1 (stereo not drawn)	-8	-15
C[N+]1(CCN2C(=O)C3CC=C(Cl)CC3C2=O)CCOCC1 (stereo not drawn)	-3	-9
CCS(=O)(=O)NCc1csc(C)n1	-8	-28
CC(C)(C)n1ncc2c(=O)n(CC(=O)c3ccccc3)cnc21	2	3
COc1cccc2c1OC1(C)CC2/C(=C(\C)O)C(=O)N1 (stereo not drawn)	-2	-27
COc1ccc(C2N(c3ccc(Cl)cc3)C(=O)C3CCCN32)cc1 (stereo not drawn)	-1	1
CCC(C)NC(=O)CC1Oc2ccc(C)cc2NC1=O (stereo not drawn)	3	7
C=CCn1c(C(C)NC(=O)C(C)(C)C)nc2ccccc21 (stereo not drawn)	2	3
COC(=O)c1cnn2c(C(F)(F)F)cc(-c3ccco3)nc12	-3	-8
Cc1cccc(C(=O)OCC(=O)Nc2sc3c(c2C#N)CCC3)c1	0	-2
O=C(CN1C(=O)COc2ccccc21)NCCC1=CCCCC1	-2	-44
CCCOc1cccc(C(=O)O)c1	-1	-2
O=C(O)c1ccccc1NCc1ccncc1	-2	-7
CCOc1ccc(C(=O)Nc2cc(C)on2)cc1OCC	0	7
N#Cc1c(C(F)(F)F)cc(C2CC2)[nH]c1=O	14	30
CCOc1ccccc1-n1c(SCC(N)=O)nnc1-c1cccnc1	0	-8
O=C(C1CC(c2ccc(F)cc2)=NO1)N1CCc2ccccc2C1 (stereo not drawn)	1	8
Cc1nc2ccc(S(=O)(=O)NCC(=O)NCCN3CCCCC3C)cc2s1 (stereo not drawn)	-2	-15
Cc1ccc(C2CCN(C(=O)Nc3ccccc3)C2)cc1 (stereo not drawn)	3	9
CCc1ccc(C(=O)NC2CCCCC2)s1	-1	7
Cc1ccccc1S(=O)(=O)Cc1ccc(C(=O)N2CC(C)CC(C)C2)o1 (stereo not drawn)	1	6
CS(=O)(=O)N1CCCC(C(=O)NCc2ccco2)C1 (stereo not drawn)	-2	-2
O/N=C1\CC/C(=N\O)c2nn(-c3ccccc3Cl)nc21	-1	8
c1ccc(-c2cc3c(nn2)CCc2nonc2-3)cc1	0	2
COc1ccc(CN(CC(=O)NCC2CCCO2)C(=O)CNS(=O)(=O)c2ccc(C)cc2)cc1 (stereo not drawn)	1	15
O=S(=O)(Nc1ccc2c(c1)OCCO2)c1cccc2cccnc12	-1	18
Cc1cccc(CSc2nnc(Cn3c(=O)sc4ccccc43)n2C)c1	5	2

This is a subset; the hit share may differ from the screen's.
